MrgX1 antagonist: blocks BAM8-22 activation of human MrgX1 receptor; MRGX1-HEK293 calcium flux, Fluo-4, BAM8-22 antagonism; stronger effect = lower value; B-score at 10 µM; actives 1.3% (n = 310,000); AID 588676;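 active means calcium-response B-score plate-corrected more than 3 library SD below zero, starting fluorescence within 5 deviations, no agonist response on first addition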;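 further: peak minus trough fluorescence over baseline after final BAM8-22 challenge near maximal dose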
TRPC4 potent: allosteric potentiators of mouse TRPC4 channel; Q9QUQ5; HEK293 TRPC4beta/mu-opioid, DAMGO EC20, Fluo-4 Ca2+ flux; stronger effect = higher value; B-score at 10 µM; actives 0.42% (n = 310,000);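 active means B-score of calcium response area above 5 SD of library B-scores, with initial fluorescence ratio within 5 SD of library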;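 further: B-score of integrated fluorescence ratio over time as area under calcium response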
TRPC6 activator: activates the mouse TRPC6 cation channel; actives 0.13% (n = 310,000); AID 2550; HEK293-TRPC6 membrane potential dye fluorescence; stronger effect = higher value; B-score at 10 µM;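 active means B-score of the integrated fluorescence ratio above library mean plus 3 SD, and starting fluorescence ratio within library mean plus 5 SD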;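 further: higher score means more depolarization so channel activation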
Target sequence (Q61143 whole entry, looked up): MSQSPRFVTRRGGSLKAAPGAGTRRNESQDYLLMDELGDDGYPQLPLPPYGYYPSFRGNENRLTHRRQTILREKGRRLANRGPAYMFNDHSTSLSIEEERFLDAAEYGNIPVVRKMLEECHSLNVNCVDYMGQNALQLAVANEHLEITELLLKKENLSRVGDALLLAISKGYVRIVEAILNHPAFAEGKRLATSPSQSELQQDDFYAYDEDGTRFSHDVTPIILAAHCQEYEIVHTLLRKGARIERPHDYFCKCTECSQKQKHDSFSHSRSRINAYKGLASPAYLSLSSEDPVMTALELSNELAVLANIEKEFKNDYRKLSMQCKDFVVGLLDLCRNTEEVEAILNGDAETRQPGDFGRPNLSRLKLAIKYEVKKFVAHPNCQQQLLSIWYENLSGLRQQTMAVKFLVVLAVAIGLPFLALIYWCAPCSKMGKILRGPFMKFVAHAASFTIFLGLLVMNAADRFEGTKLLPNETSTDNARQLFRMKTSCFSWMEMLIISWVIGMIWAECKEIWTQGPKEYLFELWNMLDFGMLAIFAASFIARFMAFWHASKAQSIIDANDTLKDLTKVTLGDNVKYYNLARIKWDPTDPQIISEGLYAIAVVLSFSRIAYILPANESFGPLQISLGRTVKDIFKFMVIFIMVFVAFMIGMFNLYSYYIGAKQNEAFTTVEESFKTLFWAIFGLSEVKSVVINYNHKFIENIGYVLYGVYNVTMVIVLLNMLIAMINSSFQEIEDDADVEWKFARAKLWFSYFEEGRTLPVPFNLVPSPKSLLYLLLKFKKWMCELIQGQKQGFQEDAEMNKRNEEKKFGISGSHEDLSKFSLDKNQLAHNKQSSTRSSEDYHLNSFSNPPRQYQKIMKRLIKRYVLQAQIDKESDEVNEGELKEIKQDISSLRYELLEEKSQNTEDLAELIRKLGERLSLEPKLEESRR
ANO1 activ: activates or potentiates the mouse TMEM16A chloride channel; Q8BHY3; HEK293 TMEM16A/YFP-H148Q/I152L, iodide quench fluorescence; stronger effect = lower value; B-score at 10 µM; actives 0.3% (n = 340,000);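 active means fluorescence-ratio B-score plate-corrected deviation score at least 3 library SD below zero, with starting fluorescence score within 5 deviations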;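 further: channel opened by trigger with iodide after compound preincubation; score built on the fluorescence ratio of max minus min over baseline; more negative score means more quench and so TMEM16A activation or potentiation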
MrgX1 agonist: activates human MrgX1 receptor signaling | B-score at 10 µM | MrgX1-HEK293 cells, Fluo-4 calcium fluorescence, agonist mode; stronger effect = higher value | Q96LB2 | actives 0.44% (n = 310,000);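 active means calcium response B-score plate-corrected fluorescence ratio at least 3 library SD, with starting fluorescence B-score inside 5 SD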
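Material: HEK293 cells stably expressing human MrgX1 receptor | Quantity: 15,000 cells per well | Times: Cells plated overnight, dye loaded 0.5 h 37 °C, 0.5 h room temperature | Measured by: Kinetic Fluo-4 NW fluorescence of intracellular calcium | Control set: Positive and negative controls per plate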
SKKanGAS inh: SKKanGAS growth inhibition; S. pyogenes SKKanGAS, kanamycin growth, BacTiter-Glo, 6 h; inhibition, % at 7.5 µM; actives 1.3% (n = 300,000);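 active means mean replicate score, as percent of positive control median, at least 50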;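 further: strain carries kanamycin resistance gene driven by streptokinase promoter and grows in 40 µg/ml kanamycin; loss of luminescence reflects streptokinase promoter inhibition or plain growth inhibition; 0% = median of DMSO wells and 100% = positive control at its reference dose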
TMEM16A inh: inhibitors of mouse TMEM16A calcium-activated chloride channel; HEK293 TMEM16A/YFP iodide influx fluorescence, ionomycin; Q8BHY3; actives 1.2% (n = 310,000); normalized B-score (activity score, 25-100; higher = stronger inhibition) at 10 µM;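 active means ratio plate-corrected score three or more library SD toward inhibition, starting fluorescence score within five deviations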;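 further: score derived from kinetic fluorescence span divided by baseline fluorescence per well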
MrgX1 PAM: human MrgX1 positive allosteric modulation, primary screen; B-score at 10 µM; MrgX1-HEK293, Fluo-4 calcium flux, FDSS; stronger effect = higher value; Q96LB2; AID 588675; actives 0.63% (n = 310,000);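 active means plate-corrected calcium response at least 3 library SD above typical, normal starting fluorescence, not activating the receptor alone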;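 further: compound read alongside a low EC10 to EC30 dose of BAM8-22 agonist; peak minus trough fluorescence over baseline measured at the second addition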
TRPC4 agonist: activators of mouse TRPC4 channel. Q9QUQ5. HEK293 TRPC4beta/mu-opioid, Fluo4 calcium fluorescence; stronger effect = higher value. B-score at 10 µM. actives 0.49% (n = 310,000). AID 2237;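 active means B-score above 5 SD of library B-scores, and initial fluorescence ratio not above library mean plus 5 SD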;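 further: positive B-score marks a calcium rise read as TRPC4 activation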
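Material: HEK293 stable line with TRPC4beta plus mu-opioid receptor; technique: Fluo4 calcium-sensitive dye fluorescence, kinetic, 1 Hz baseline; timing: Fluo4 dye loading 45 min at room temperature, 110 s recording; controls: assay buffer as low control, maximal DAMGO as high control; read-out: integrated baseline-normalised fluorescence ratio, converted to per-well B score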
TRPC4 inh: blocks the mouse TRPC4 cation channel; actives 0.39% (n = 300,000); HEK293 TRPC4beta/mu-opioid, DAMGO-evoked Fluo4 calcium flux; stronger effect = lower value; AID 2247; B-score at 10 µM; Q9QUQ5;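 active means B-score over 3 SD under the library average, no early fluorescence shift, positive overall ratio signal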
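Test system – stable TRPC4beta/mu-opioid receptor HEK293 cells · Probe or stimulus – DAMGO, a submaximal dose followed by a maximal one · Dosing – one concentration per compound · Signal – Fluo4 calcium fluorescence by kinetic imaging, 5 s 1 Hz baseline · Evaluation – per-well B score of integrated baseline-normalized Fluo4 ratio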
TRPC6 inhibitor: mouse TRPC6 channel inhibition. HEK293-TRPC6, membrane potential dye, ACh-evoked depolarization; stronger effect = lower value. actives 1.1% (n = 310,000). Q61143. B-score at 10 µM. AID 2553;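 active means B-score under library mean minus 3 SD, initial fluorescence not abnormally high, positive integrated signal ratio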;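 further: B-score derived from integrated fluorescence ratio over the kinetic read; more negative B-score means stronger inhibition of depolarization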
Starred values were filed as active, the others as inactive; i = inactive; · = no result given. Rows are unselected; any-hit rate near 6.7%.

SMILES	MrgX1 antagonist	TRPC4 potent	TRPC6 activator	ANO1 activ	MrgX1 agonist	SKKanGAS inh	TMEM16A inh	MrgX1 PAM	TRPC4 agonist	TRPC4 inh	TRPC6 inhibitor
CCOc1ccc(C(=O)NCC(=O)OCc2c(C)noc2C)cc1OCC	i	i	i	i	i	-6	i	i	i	i	i
Cc1onc(-c2ccc3c(c2)OCO3)c1-c1ccc2[nH]ccc2c1	i	i	i	i	i	11	i	i	i	i	i
CCCCC(=O)Oc1ccccc1C1SCc2cc(C)c(C)cc2CS1	i	i	i	i	i	9	i	i	i	i	i
CCOC(=O)Nc1cccc2ccccc12	i	i	i	i	i	4	i	i	i	i	i
CCOc1ccccc1N(CC(=O)NC1CCCCC1)C(=O)CCCC(=O)Nc1ccccn1	i	i	i	i	i	0	i	i	i	i	i
CCN(CC)S(=O)(=O)c1cc(C(=O)OCC(=O)c2ccc3c(c2)NC(=O)CO3)ccc1Cl	i	i	i	i	i	-4	100*	i	i	i	i
COc1ccccc1NC(=O)COC(=O)C1CC2C=CC1C2 (stereo unspecified)	i	i	i	i	i	-3	i	i	i	i	i
Cc1c(C(=O)N2CCC(C)CC2)sc2ncnc(N(C)c3ccccc3)c12	i	i	i	i	i	7	i	i	i	i	i
C=C(C(=O)c1ccccc1)C(C)C(=C)C(=O)c1ccccc1	i	i	i	i	i	4	i	i	i	i	i
Cn1c(Cc2ccccc2)nnc1SCC(=O)Nc1ccc2c(c1)OCCO2	i	i	i	i	i	5	i	i	i	i	i
O=C1/C(=C/c2ccncc2)CCc2ccccc21	i	i	i	i	i	21	i	i	i	i	i
COc1cccc(CN2CCNC(=O)C2CC(=O)NCCN2CCOCC2)c1OC (stereo unspecified)	i	i	i	i	i	3	i	i	i	i	i
COc1ccc(OC)c(CCNC(=O)C(C)n2nc(C)c3c(C)n(-c4ccccc4)nc3c2=O)c1 (stereo unspecified)	i	i	i	i	i	-7	i	i	i	i	i
COc1cc(/C=C/C(=O)O)cc(S(=O)(=O)Nc2ccc3nc(SC)sc3c2)c1OC	i	i	i	i	i	2	i	i	i	i	i
CC(=O)c1cc(C#N)c(N2CCN(c3ccccc3)CC2)nc1C	i	i	i	·	i	6	i	i	i	i	i
Cc1cc(N2CCN(c3nc(-c4ccc([N+](=O)[O-])cc4)cs3)CC2)c2ccccc2n1	i	i	i	i	i	21	i	i	i	i	i
N#C/C(=C/c1cc(Br)cs1)C(=O)NCC1CCCO1 (stereo unspecified)	i	i	i	i	i	8	i	i	i	i	i
CCn1c(NCc2cc(Cl)ccc2O)nc2ccccc21	i	i	i	i	i	6	i	i	i	i	i
CCOC(=O)c1c(C)[nH]c(C)c1C(=O)COC(=O)CNC(=O)c1ccc(OCC)cc1	i	i	i	i	i	0	i	i	i	i	i
COc1ccc2c(=O)c(Oc3ccc(C(=O)O)cc3)c(C(F)(F)F)oc2c1	i	i	i	i	i	-2	i	i	i	i	i
O=c1c(-c2n[nH]c(=S)n2-c2ccccc2)cccn1Cc1cccc(Cl)c1	i	i	i	i	i	2	i	i	i	i	i
CCC[N+](CC#Cc1ccccc1)(CCC)CC(=O)OC	i	i	i	i	i	-7	i	i	i	i	i
CCN(CC)C(=O)CSc1ncnc2c1nnn2-c1ccc(OC)cc1	i	i	i	i	i	4	i	i	i	i	i
CC(C)=CCN1CCN(Cc2cc(C(C)C)n[nH]2)CC1CCO (stereo unspecified)	i	i	i	i	i	-5	i	i	i	i	i
CCOc1ccc(Br)cc1S(=O)(=O)Nc1cccc(S(=O)(=O)N(C)c2ccccc2)c1	i	i	i	i	i	15	i	i	i	i	i
SMILES	MrgX1 antagonist	TRPC4 potent	TRPC6 activator	ANO1 activ	MrgX1 agonist	SKKanGAS inh	TMEM16A inh	MrgX1 PAM	TRPC4 agonist	TRPC4 inh	TRPC6 inhibitor
CCOC(=O)C1(Cc2ccccc2C(F)(F)F)CCN(Cc2ccc(COC)o2)CC1	i	i	i	i	i	-8	i	i	i	i	i
Cc1ccc(-c2csc(C3=C(O)CN(NC(=O)c4ccco4)C3=N)n2)cc1	i	i	i	i	i	-5	i	i	i	i	i
O=S(=O)(NC1CCN(Cc2ccccc2)CC1)c1ccc(Cl)cc1	i	i	i	i	i	0	i	i	i	i	i
CC1CCc2nc(/C(C#N)=C/c3ccncc3)sc2C1 (stereo unspecified)	i	i	i	i	i	3	i	i	i	i	i
O=C(Cc1ccccc1)Nc1c(Cl)ccc2nsnc12	i	i	i	i	i	-2	i	i	i	i	i
CCOC(=O)[C@@H]1[C@H]2COc3ccc(Br)cc3[C@H]2N2C(=O)N(c3ccc(C)cc3)C(=O)[C@]12C	i	i	i	i	i	3	i	i	i	i	i
N#CCCN(CCC#N)C(=O)c1ccc2c(c1)OCO2	i	i	i	i	i	-5	i	i	i	i	i
N#Cc1ccc(CSc2nnc(-c3ccccn3)n2-c2ccc(Cl)cc2)cc1	i	i	i	i	i	-4	i	i	i	i	i
O=C1NC(c2ccco2)Nc2ccccc21 (stereo unspecified)	i	i	i	i	i	-3	i	i	i	i	i
Cc1ccccc1NC(=O)CSc1nnc(NC(=O)c2ccco2)s1	i	i	i	i	i	20	i	i	i	i	i
O=C(NCC1CCCO1)c1cccc(N2CCCC2=O)c1 (stereo unspecified)	i	i	i	i	i	-8	i	i	i	i	i
O=C(c1cccc(S(=O)(=O)NCc2ccccc2)c1)N1CCCCC1	i	i	i	i	i	-8	i	i	i	i	i
O=C(CCNS(=O)(=O)c1ccccc1C(F)(F)F)N1CCN(c2ccccc2O)CC1	i	i	i	i	i	4	i	i	i	i	i
CCOC(=O)N1CCC(NC(=O)CS(=O)(=O)Cc2nc(-c3ccccc3C)oc2C)CC1	-5.3*	i	i	i	i	3	i	i	i	i	i
COc1ccc(/C=C2/Sc3ccc(C(=O)N4CCOCC4)cc3NC2=O)cc1OC	i	i	i	i	i	2	i	i	i	i	i
CCCCC(=O)C1CCN(Cc2ccccc2)CC1	i	i	i	i	i	2	i	i	i	i	i
COc1ccc(C(CCN2CCOCC2)c2c(OC)cc(OC)c3c(C)cc(=O)oc23)cc1 (stereo unspecified)	i	i	i	i	i	4	i	i	i	i	i
O=C(O)c1cc2ccc3cccc4ccc(c1)c2c34	i	i	i	i	i	-14	i	i	i	i	i
Cc1c(N2C(=O)C3C4C=CC(C4)C3C2=O)c(=O)n(-c2ccccc2)n1C (stereo unspecified)	i	i	i	i	i	2	i	i	i	i	i
OC(c1ccccc1)(c1ccccc1)C1CCN(C(=S)NCCc2ccccc2)CC1	i	i	i	i	i	26	i	i	i	i	i
CC1Oc2ccccc2N(CC(=O)NCCN2CCOCC2)C1=O (stereo unspecified)	i	i	i	i	i	-3	i	i	i	i	i
CC(=O)N(CC(=O)O)c1ccccc1C(=O)O	i	i	i	i	i	-3	i	i	i	i	i
O=C(O)C#Cc1cccc2ccccc12	i	i	i	i	i	-7	i	i	i	i	i
O=C(NCCCn1ccnc1)c1noc2c1CCCC2	i	i	i	i	i	-7	i	i	i	i	i
C=CCn1c(O)c(CN2CCN(Cc3ccccc3)CC2)c(C)c(C#N)c1=O	i	i	i	i	i	2	i	i	i	i	i

Continued (2 carried over from the part before).
SMILES	MrgX1 antagonist	TRPC4 potent	TRPC6 activator	ANO1 activ	MrgX1 agonist	SKKanGAS inh	TMEM16A inh	MrgX1 PAM	TRPC4 agonist	TRPC4 inh	TRPC6 inhibitor
O=C(NCCCn1ccnc1)c1noc2c1CCCC2	i	i	i	i	i	-7	i	i	i	i	i
C=CCn1c(O)c(CN2CCN(Cc3ccccc3)CC2)c(C)c(C#N)c1=O	i	i	i	i	i	2	i	i	i	i	i
COc1ccc(CN2C(=O)c3cccnc3C2=O)cc1S(=O)(=O)N1CC(C)Oc2ccccc21 (stereo unspecified)	i	i	i	i	i	-1	i	i	i	i	i
O=C1COc2ccc(C(=O)COC(=O)CNC(=O)C3CCCCC3)cc2N1	i	i	i	i	i	-3	i	i	i	i	i
Cc1ccc(NC(=O)Nc2cc(Cl)ccc2C2COC(=O)C2=N)cc1 (stereo unspecified)	i	i	i	i	i	6	i	i	i	i	i
O=C(Cc1ccccc1)N/N=C/c1cccs1	i	i	i	i	i	-3	i	i	i	i	i
O=C1/C(=C\c2ccccn2)SC(=S)N1Nc1ncc(C(F)(F)F)cc1Cl	i	i	i	i	i	0	i	i	i	·	i
COc1ccc2cc(CCNC(=O)c3ccco3)c(=O)[nH]c2c1	i	i	i	i	i	-1	i	i	i	i	i
CCOC(=O)C1(Cc2ccccc2)CCN(Cc2csc(C(C)=O)c2)CC1	i	i	i	i	i	3	i	i	i	i	i
CN(C)C(=O)C(CCN1CCC(O)(c2ccc(Cl)cc2)CC1)(c1ccccc1)c1ccccc1	i	i	i	i	i	1	i	i	50*	i	-5.4*
COc1ccc(F)cc1C(=O)C1CCCN(Cc2ccc3c(c2)OCCO3)C1 (stereo unspecified)	i	i	i	i	i	5	i	i	i	-7*	i
COc1cc(/C=C2/C(=N)N3C(=NC2=O)SN=C3S(=O)(=O)C(C)C)ccc1OS(=O)(=O)c1ccccc1	i	i	i	·	i	13	i	13*	i	i	i
Cc1ccc(C(=O)c2cc3ccccc3o2)cc1[N+](=O)[O-]	i	i	i	i	i	6	i	i	i	i	i
COc1ccc(N(CC(=O)Nc2ccc3c(c2)OCO3)S(=O)(=O)c2c(C)nn(C)c2C)cc1	i	i	i	i	i	-2	i	i	i	i	i
COC(=O)c1sccc1NC(=O)CSCC(=O)O	i	i	i	i	i	3	i	i	i	i	i
Cc1ccc(C(=O)N2CCNC(=O)C2CC(=O)Nc2ccc(F)cc2)cc1C (stereo unspecified)	i	i	i	i	i	2	i	i	i	i	i
COc1ccccc1N1CCN(C(=O)c2ccc(CS(=O)(=O)c3ccccc3OC)o2)CC1	i	i	i	i	i	-2	i	i	i	i	i

Bioassay records: PubChem, several laboratories
